# Compound activity as filed in PubChem BioAssay.
# AmpC inh no detg – AmpC beta-lactamase inhibition without detergent; P00811; AmpC nitrocefin hydrolysis, absorbance 480 nm, 0.0001% Triton; Potency, µM (titrated, usually from 57.1 µM), without a hit: at the top dose activity change, negative = inhibition, usual class: inhibitors; 330,000 tested, 0.52% active; AID 485341;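 also: potency is read from the fitted curve at half-maximal effect; plate controls were no compound for no effect and no enzyme for full effect; nearly all actives have a fitted effect of over 20% in size; some results filed as inactive show a strong effect at the top dose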
# Target sequence (P00811 whole entry, looked up): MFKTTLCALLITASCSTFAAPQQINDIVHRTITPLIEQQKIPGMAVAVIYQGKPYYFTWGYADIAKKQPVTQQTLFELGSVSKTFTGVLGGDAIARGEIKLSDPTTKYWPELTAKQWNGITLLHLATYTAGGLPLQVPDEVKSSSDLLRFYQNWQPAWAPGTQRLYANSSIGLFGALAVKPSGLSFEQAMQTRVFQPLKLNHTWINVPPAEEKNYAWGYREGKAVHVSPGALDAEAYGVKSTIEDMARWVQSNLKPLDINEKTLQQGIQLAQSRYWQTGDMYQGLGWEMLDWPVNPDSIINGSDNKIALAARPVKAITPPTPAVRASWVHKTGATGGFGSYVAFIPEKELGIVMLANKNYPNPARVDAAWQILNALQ
#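 AmpC (5.3 nM in the dispensed reagent) in 20 mM phosphate pH 7.0 with 0.01% (detergent screen) or 0.0001% Triton X-100 was preincubated with compounds for 15 min at room temperature. Nitrocefin was then added from an 800 uM solution, and hydrolysis was followed at 480 nm.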
# Sm TGR inh – blocks Schistosoma mansoni thioredoxin glutathione reductase; 360,000 tested, 3% active; purified TGR, DTNB reduction, TNB absorbance 405 nm; Potency, µM (top dose mostly 114 µM), for the others: at the top dose activity change, negative = inhibition, actives largely listed as inhibitors; also: potency is read from the fitted curve at half-maximal effect; nearly all actives have a fitted effect of over 60% in size
#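 TGR 20 nM + NADPH 100 uM (dispensed conc.), cpd preinc 15 min RT; start with NADPH (500 uM addition) then DTNB (15 mM addition). Kinetic TNB absorbance, 405 nm filter. Four-parameter Hill fit across titration.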
# HCV inhibitor – blocks hepatitis C virus; Potency, µM (series often up to 41.8 µM), for inactives: top-dose activity change, negative = inhibition, hits mostly inhibitors; Huh7.5.1 HCVcc-Cre infection, luciferase reporter, 44 h; 340,000 tested, 3.4% active; AID 651820; also: potency is read from the fitted curve at half-maximal effect
#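 Infectious HCVcc-Cre (~0.5 moi) was added to cells just after compound, with cells seeded 4 h earlier at 1,000 per well. Luciferase activity after 44 h culture reported infection; substrate was incubated 15 min at room temperature before reading.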
# HCMV inh – human cytomegalovirus inhibition; HFF cells, HCMV-luciferase reporter, 72 h; active compounds read low; activity change, negative = inhibition, % at 57.5 µM; 410,000 tested, 4.5% active; AID 1259415; in the data active = activity change below about -60%; inconclusive = no clear call, values can overlap the other calls; inactive = above about -39%
#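 After 16 h attachment at 37C, HFF cells received test compound and HCMV-luciferase (1 PFU/cell); reporter luminescence read 72 h later, data normalized against buffer-only and known inhibitor Salinomycin.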
# AmpC detergent – blocks E. coli AmpC beta-lactamase in detergent assay; AmpC hydrolysis of nitrocefin, absorbance 480 nm, 0.01% Triton; Potency, µM (series often up to 114 µM), inactives show top-dose activity change, negative = inhibition, most hits filed as inhibitors; 370,000 tested, 0.041% active; AID 485294;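 also: potency is read from the fitted curve at half-maximal effect; 0% = no-compound wells and -100% = no-enzyme wells; nearly all actives have a fitted effect of over 25% in size; some results filed as inactive show a strong effect at the top dose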
#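 AmpC (5.3 nM in the dispensed reagent) in 20 mM phosphate pH 7.0 with 0.01% (detergent screen) or 0.0001% Triton X-100 was preincubated with compounds for 15 min at room temperature. Nitrocefin was then added from an 800 uM solution, and hydrolysis was followed at 480 nm.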
# Giardia FBPA inh – blocks Giardia fructose-bisphosphate aldolase activity | AID 2451 | A8B2U2 | 290,000 tested, 0.71% active | purified Giardia FBPA | Potency, µM (doses to about 59.6 µM), for the others: at the top dose activity, negative = inhibition, most hits filed as inhibitors; also: potency is read from the fitted curve at half-maximal effect; nearly all actives have a fitted effect of over 55% in size
# Target sequence (A8B2U2 whole entry, looked up): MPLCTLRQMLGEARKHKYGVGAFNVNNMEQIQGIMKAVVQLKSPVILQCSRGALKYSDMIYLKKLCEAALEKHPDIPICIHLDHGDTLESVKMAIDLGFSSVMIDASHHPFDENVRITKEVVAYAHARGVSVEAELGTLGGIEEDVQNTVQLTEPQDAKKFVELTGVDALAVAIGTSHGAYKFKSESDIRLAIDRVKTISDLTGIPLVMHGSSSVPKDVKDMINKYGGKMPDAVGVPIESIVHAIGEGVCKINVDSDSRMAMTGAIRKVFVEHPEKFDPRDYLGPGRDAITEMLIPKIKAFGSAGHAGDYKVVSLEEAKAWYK
#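 40 nM FBPA preincubated 10 min at RT with compound (up to 57.5 uM final), then substrate plus GAPDH/TPI/NAD/arsenate coupling and diaphorase/resazurin added. Fluorescence read after 20 min at RT, 525/598 nm.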
# An asterisk follows results filed as active; u = inconclusive; x = not tested or not shown; & = joins results of further samples; [ ] = remark or other dose. Unless noted, calls follow the shape of the dose curve; as a rule, active = well fitted curve in the direction sought with a large enough effect; inconclusive = small, poorly fitted or top-dose-only effect, or another doubt; inactive = no such curve, though single readings can be large; an effect the other way counts as inactive or inconclusive. Unless noted, % is scaled to controls: 0 for no effect and ±100 for the full control effect. Hits appear at their usual frequency. About 9.9% of those tested had a hit in this group.
SMILES,AmpC inh no detg,Sm TGR inh,HCV inhibitor,HCMV inh,AmpC detergent,Giardia FBPA inh
COc1ccc(N(C(C)C(=O)N2CCC(Cc3ccccc3)CC2)S(C)(=O)=O)cc1 (configuration not stated),163%[activator],x,8.9µM*,-74*,6%,-6%
O=C(NCCc1csc(-c2ccc(C(F)(F)F)cc2)n1)c1ccc(F)c(F)c1,x,6%,x,-63*,13%,x
O=C(Nc1cccc(-c2ccc(N3CCCCC3)nn2)c1)c1ccco1,29%,-7%,2%[8.37 µM],57,-3%,x
COC(=O)CCC(=O)c1oc2ccc(Br)cc2c1N,-19%,-6%,6%,u,2%,0%
COc1ccc(OC)c(C2C=C(C34CC5CC(CC(C5)C3)C4)NC(=S)N2)c1 (configuration not stated),-51%,-8%,2.5µM*,u,-14%,10%
O=C(NCCCn1ccnc1)C(=O)NC1CCCCC1,-14%,x,0%,-12,4%,0%
CCCn1c(CCNc2nc(-c3ccc(OC)cc3)cs2)nc2ccccc21,-47%,7%,u,-4,-1%,-3%
COc1ccc(CCCc2nnc(SCC(=O)Nc3ccc(Cl)cc3)o2)cc1,x,9%,x,-14,8%,x
CCCCN(CC)CCNS(=O)(=O)c1ccc2c(c1)oc(=O)n2C,-17%,0%,1%,71,-14%,1%
Cn1c(=O)c2c(nc(SCc3nn[nH]n3)n2Cc2ccccc2F)n(C)c1=O,-10%,-17%,19%,-33,u,u
COc1ccc(CN(C2CCCC2)S(=O)(=O)c2ccc(-n3cnnn3)cc2)cc1,x,1%,u,-8,1%,-2%
COc1ccc(C2/C=C\CN(C(=O)c3ccccc3)[C@H](Cc3ccccc3)C(=O)N2Cc2ccc(F)cc2)cc1 (some centres not stated),-12%,4%,u,-63*,2%,-1%
CC(Sc1nnc(C2CC2)n1C1CC1)C(=O)NC1(C#N)CCCCC1 (configuration not stated),-7%,4%,15%,-14,u,x
CCOC(=O)N1CCN(CC(=O)N2c3ccccc3Sc3ccccc32)CC1,183%[activator],2%,11%,u,7%,u
COc1ccccc1OCC(=O)Nc1cc(S(=O)(=O)N2CCCCC2)ccc1N1CCCCC1,-15%,-4%,25µM*,-37,-3%,-15%
CCOC(=O)c1[nH]c2ccccc2c1NC(=O)c1cc(OCC)c(OCC)c(OCC)c1,x,5%,x,11,12%,x
N#CC1=C(N)Nc2nc3ccccc3n2C1c1ccc(Cl)cc1 (configuration not stated),13µM*,-14%,-5%,41,u,3%
Cc1ccc(N(Cc2cc3ccccc3[nH]c2=O)C(=O)c2cccs2)cc1C,-47%,-4%,u,-13,1%,3%
COc1ccc(C(=O)NCC(=O)OCCCOC(=O)CNC(=O)c2ccc(OC)c(OC)c2)cc1OC,-1%,-7%,9%,4,u,7%
Cc1ccc(S(=O)(=O)NCC(=O)NCc2ccncc2)cc1,-16%,-2%,2%,21,0%,-2%
S=C(NC1CCCCC1)N(CCc1nc2ccccc2[nH]1)C1CCCC1,-30%,5%,-29%,u,2%,1%
Cc1nc2nc(CNC(=O)c3cccc(F)c3)nn2c(C)c1CCC(=O)Nc1cccc(Cl)c1,x,1%,x,-20,16%,x
Cc1ccc(S(=O)(=O)N2CCCC2CO)cc1 (configuration not stated),-11%,4%,2%,34,1%,-1%
COc1ccc(CCNC(=O)CSc2ncc3c(n2)-c2cc(Cl)ccc2N(Cc2ccccc2)S3(=O)=O)cc1OC,x,-15%,x,-13,0%,x
O=C(Cn1cc2c(n1)CCCCC2)Nc1c(F)cc(F)cc1Br,-21%,3%,-3%,-10,3%,-2%
COc1ccc(OCC(O)CNC(=O)c2cccs2)cc1 (configuration not stated),-15%,-23%,0%,0,6%,8%
COc1ccc(C)cc1NC(=O)Nc1cc(C(=O)NCc2ccc(C)cc2)ccc1N1CCCC1,x,-2%,x,-2,4%,x
COc1cc([N+](=O)[O-])ccc1NC(=O)CN1CCCC1,-12%,x,-19%,-33,-8%,0%
Cc1cc(C)cc(Oc2cc(NC(=O)c3cn(C)nc3C)cc([N+](=O)[O-])c2)c1,0%,9%,-9%,-33,u,-6%
O=C1c2ccccc2C(=O)N1CCCCN(C(=O)c1cccc([N+](=O)[O-])c1)c1ccc(Cl)cc1,-11%,-9%,u,-19,-6%,x
O=C(Nc1cccnc1)c1c(O)c2cccc3c2n(c1=O)CC3,-32%,-22%,9%,-14,-9%,4%
O=C(Nc1ccc(F)cc1)C1CC(=O)n2cnnc2N1 (configuration not stated),-5%,2%,14%,-31,-18%,2%
COc1ccc(CC(=O)OCC(=O)NC(=O)NC2CCCCC2)cc1,-14%,0%,14%,-6,-10%,-7%
CCOC(=O)c1ccc(NS(=O)(=O)c2cc(-c3nnnn3C(C)C)ccc2OC)cc1,22%,-1%,-11%,95,-11%,2%
CC(C)c1onc(C(=O)NCc2ccc(Cl)cc2)c1[N+](=O)[O-],-15%,-9%,-5%,17,-2%,4%
Cn1c(C(=O)N2CCCC2)cc2c(=O)n(C)c3ccccc3c21,-3%,-14%,10%,-7,-7%,-11%
CC(C)C(=O)Nc1ccc(C(=O)NN2C(=O)c3ccccc3C2=O)cc1,-22%,0%,16%,118,-17%,5%
CCOC(=O)Nc1nnc(-c2ccccc2OC)s1,-14%,-3%,u,u,2%,-1%
Cc1cc(=O)n2c(C(=O)Nc3ccc(F)c(Cl)c3)c(C(=O)Nc3cccc(C)c3C)sc2n1,x,2%,x,6,-3%,x
COc1cccc(-n2c(-c3ccccc3)c[nH]c2=S)c1,-32%,-8%,-13%,14,0%,15%
CCn1ncc(C2=NOC(C(=O)NCc3ccc(OC)cc3)C2)c1C (configuration not stated),4%,19%,-4%,-18,-15%,2%[12.9 µM]
COC(=O)Cn1c(=O)c2c(nc3n2CCCN3Cc2ccccc2)n(C)c1=O,-9%,-1%,-3%,-24,-4%,-11%
COc1ccc(-n2nc(C(=O)NCC(=O)N3CCCCCC3)c3ccccc3c2=O)cc1OC,111%[activator],-8%,6%,-5,1%,3%
COc1ccc(OC)c(/C=N/NC(=S)NCCc2ccccc2)c1,-44%,0%,u,u,-7%,8%
COc1ccc2c(c1OC)C(=O)N1C2SC(C)(C)[C@H]1C(=O)NC1CCCC1 (some centres not stated),2%,11%,-50%,3,u,-10%
CCOC(=O)CNc1c(-c2ccc(OC)cc2)nc2ccc(Cl)cn12,-18%,-20%,11%,34,u,u
CCCCCCSc1ccc([C@@H]2[C@H]3C(=O)N(CC)C(=O)[C@H]3[C@]3(C(=O)OC)CCCCN23)cc1OC,2%,x,-7%,18,x,x
O=C(NCCN1CCCC1)C1CCN(S(=O)(=O)N2CCC3(CC2)OCCO3)CC1,43%,1%,25%,4,5%,-10%
O=C(NCc1ccc2c(c1)OCO2)c1cccc(S(=O)(=O)N2CCOCC2)c1,-14%,-12%,0%,-16,-1%,2%
O=C(Oc1ccc(N(Cc2cccs2)C2=NS(=O)(=O)c3ccccc32)cc1)c1ccccc1F,-28%,0%,-13%,-10,3%,0%
CCCc1c(OCCCCc2nn[nH]n2)ccc(C(C)=O)c1O,-31%&-32%,15%,2%[8.37 µM],-12,-7%&-10%,u
Cc1cccc(N2CCN(CC(=O)Nc3ccccc3[N+](=O)[O-])CC2)c1C,-29%,7%,-12%,7,-1%,-1%
CCOC(=O)c1ccc(-c2ccc(/C=C(\C#N)c3nc4ccc(C)cc4[nH]3)o2)cc1,x,0%,x,-79*,9%,x
Cc1ccccc1NC1=NC2(CCCC2)N=C(N)N1,-29%,13%,5%,-25,4%,0%
CCN1N=C(c2cc(Cl)sc2Cl)CSC1=O,-14%,1%,20%,-6,5%,6%
Cc1cc(/C(=N/O)C(C)(C)NO)ccc1Cl,-16%,-14%,11%,-7,-3%,-15%
O=C(O)c1cc(C(F)(F)F)nc2c(C(F)(F)F)cccc12,-25%,-3%,7%,0,-1%,3%&-8%
NC(=O)CCC(NC(=O)c1ccc(Cl)cc1)C(=O)NCCc1ccc2c(c1)OCCO2 (configuration not stated),-1%,0%,4%,-19,u,x
O=S1(=O)CC(O)C(NCc2cccnc2)C1 (configuration not stated),-16%,-3%,7%,35,u,-5%
CCOC(=O)c1ccc(NC(=O)Nc2ncccc2C)cc1,-21%,12%,-14%,-20,-1%,4%
# Additional records.
SMILES,AmpC inh no detg,Sm TGR inh,HCV inhibitor,HCMV inh,AmpC detergent,Giardia FBPA inh
COc1ccc2c(=O)c3c(=O)n(Cc4ccco4)c(-c4cc(OC)c(OC)c(OC)c4)nc3oc2c1,-13%,u,-9%&-22%,57,-2%,-1%
CCc1ccc(OCC(=O)Nc2ccc(S(=O)(=O)N3CCCC3)cc2)c(Br)c1,-22%,9%,u,-16,0%,1%
CC(Oc1ccccc1)C(=O)Nc1ccc(C(=O)OCc2cc(=O)n3ccsc3n2)cc1 (configuration not stated),x,-4%,x,6,3%,x
CCSC(C)CC1C/C(=N/O)c2c(C)noc2C1 (configuration not stated),-13%,-4%,11%,u,-2%,1%
O=C(Nc1cccc(S(=O)(=O)N2CCCCC2)c1)C1CC1,-31%,-16%,0%,-18,1%,x
COc1ccc(Nc2ncnc3c2c(-c2ccccc2)cn3-c2ccc(C)c(Cl)c2)cc1OC,x,9%,x,-4,-3%,x
Cc1ccc(Oc2cc(NN3CCCCC3)c([N+](=O)[O-])cc2[N+](=O)[O-])c(Cl)c1,-31%,-14%,5%,15,-7%,3%
Cc1[nH]c(=O)[nH]c(=O)c1NC(=O)c1sc2nc3c(C)cccc3cc2c1N,59%,2%,u,-26,-2%,-14%
CCOC(=O)NC1(C(F)(F)F)C(=O)N(Cc2ccccn2)C2=C1C(=O)CC(C)(C)C2 (configuration not stated),-7%,u,12%,-6,u,3%
CN1C(=O)C(O)(CC(=O)c2cccnc2)c2ccccc21 (configuration not stated),-18%,-3%,11%,-30,-18%,-1%
CN(C)N=Nc1ccc(S(N)(=O)=O)cc1,-9%,-4%,7%,-33,-6%,3%
Cc1ccc(CNC(=O)CSc2nc3n[nH]c(C)c3c(=N)n2-c2cccc(C)c2)cc1,106%[activator],-1%&-1%,u,-37&-4,5%&-2%,4%
CS(=O)(=O)c1ccc(Cl)c(NC(=O)C2CC(=O)N(Cc3ccccc3)C2)c1 (configuration not stated),-14%,3%,6%,21,8%,4%

# As a short view, some entries already given.
SMILES,AmpC inh no detg,Sm TGR inh,HCV inhibitor,HCMV inh,AmpC detergent,Giardia FBPA inh
CCOC(=O)CNc1c(-c2ccc(OC)cc2)nc2ccc(Cl)cn12,-18%,-20%,11%,34,u,u
CCCCCCSc1ccc([C@@H]2[C@H]3C(=O)N(CC)C(=O)[C@H]3[C@]3(C(=O)OC)CCCCN23)cc1OC,2%,x,-7%,18,x,x
O=C(NCCN1CCCC1)C1CCN(S(=O)(=O)N2CCC3(CC2)OCCO3)CC1,43%,1%,25%,4,5%,-10%
O=C(NCc1ccc2c(c1)OCO2)c1cccc(S(=O)(=O)N2CCOCC2)c1,-14%,-12%,0%,-16,-1%,2%
